High-throughput results deposited in PubChem by several laboratories.
T cell modulator = T cell immune modulators affecting CD8 T cell-vesicle binding; calls only at 7 µM; 2C CD8+ T cell-vesicle binding, flow cytometry; stronger effect = lower value; actives 0.068% (n = 330,000);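 active = response, share of CD8 T cells binding vesicles, and their 90th percentile fluorescence all below set limits, cut at about 80% in these data, passing the limit was not always enough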
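Test system: purified 2C TCR transgenic mouse naive CD8+ T cells. Probe or stimulus: QL9-peptide-loaded Drosophila micro-vesicles bearing Ld, ICAM-1 and B7-1. Incubation: binding step 1.5 h, 37 °C, antibody labelling 20 min, ice. Measured by: flow cytometry of vesicle-bound cells.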
P. falciparum M1AAP = malaria alanyl aminopeptidase activity blockers – biochemical, fluorogenic H-Leu-NHMec substrate, 1536-well (AID 1445). one-dose inhibition, % at 30 µM; IC50 in µM for titrated hits. recombinant M1AAP, H-Leu-NHMec fluorogenic kinetic assay; higher % means a stronger effect. actives 0.42% (n = 220,000);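 active = primary inhibition above the hit cutoff, then over 50% inhibition at one or more dose response concentrations, cut at about 23% in these data, passing the limit was not always enough; inconclusive = conflicting primary data, or primary hits not chosen for dose response; inactive = low primary inhibition, or under 50% at every dose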;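 note: plate controls were DMSO full reaction for no effect and no enzyme background for full effect; strong numbers were not always called active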
UTI89 phage lysis = inhibition of K1F phage lysis, E. coli UTI89, bacterial capsule biogenesis inhibitors, alamar blue (AID 488966); E. coli UTI89 K1F phage lysis, alamar blue, 2 h; higher % means a stronger effect; one-dose inhibition, % at 100 µM; IC50 in µM for titrated hits; actives 0.02% (n = 340,000);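 active = phage lysis inhibition, versus mean bacterial control, above a set limit; inconclusive = no clear call, values can overlap the other calls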;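 note: capsule biogenesis inhibitors block K1F phage lysis so surviving cells raise fluorescence; higher fluorescence means more inhibition of phage lysis; actives were called in the ten point dose series up to 300 µM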
human PMI inhibition = MPI enzyme activity inhibition – biochemical, fluorescence intensity, coupled assay, primary screen (AID 1209). purified PMI enzyme, coupled fluorescence intensity; higher % means a stronger effect. one-dose inhibition, % at 20 µM; IC50 in µM for titrated hits. actives 0.42% (n = 190,000);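 note: plate controls were DMSO vehicle for no effect and wells lacking substrate for full effect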
RSV antiviral HEp-2 = inhibition of RSV-induced cytopathic effect – HEp-2 cells, primary 10 µM value included (AID 2391); HEp-2 cells, RSV-induced CPE inhibition; higher % means a stronger effect; one-dose CPE inhibition, % at 10 µM; IC50 in µM for titrated hits; actives 0.13% (n = 310,000); in the data active = a potency from the dose series; inconclusive = CPE inhibition mostly from about 23% at the one dose, without a potency; inactive = the rest, 99 in 100 with CPE inhibition below about 21%; note: strong numbers were not always called active
human PMI inhibitors = human PMI inhibitors, high substrate, primary screen, biochemical, fluorescence intensity, high mannose 6-phosphate (AID 1220); inhibition, % at 20 µM, or IC50 in µM where a hit was titrated; actives 0.66% (n = 190,000); recombinant PMI enzyme, coupled fluorescence intensity; higher % means a stronger effect
TNAP activation fold = human TNAP enzyme activators, primary screen, biochemical, luminescent, no phosphate acceptor, uHTS (AID 1001); activation fold at 20 µM, or EC50 in µM where a hit was titrated; actives 0.03% (n = 200,000); purified TNAP, luminescent activation assay, no phosphate acceptor; higher activation fold means a stronger effect; in the data active = activation fold from about 3, or a potency from the dose series; inactive = the rest, 99 in 100 with activation fold below about 1.6; note: many of its hits are not listed in these tables
West Nile virus CPE = West Nile virus antiviral activity, cell-based, CPE readout (AID 1621) | West Nile virus-infected cells, CPE inhibition; higher % means a stronger effect | actives 0.02% (n = 290,000) | CPE inhibition, % at 10 µM, or IC50 in µM where a hit was titrated; in the data active = a potency from the dose series; inconclusive = CPE inhibition mostly from about 3.7% at the one dose, without a potency; inactive = the rest, 99 in 100 with CPE inhibition below about 2.2%; note: strong numbers were not always called active
P. falciparum M17LAP = P. falciparum M17LAP inhibitors, primary screen, biochemical, fluorogenic H-Leu-NHMec substrate, 1536-well (AID 1619). recombinant M17LAP, H-Leu-NHMec fluorogenic kinetic assay; higher % means a stronger effect. one-dose inhibition, % at 30 µM; IC50 in µM for titrated hits. actives 0.38% (n = 220,000);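 active = compound inhibiting the enzyme by more than half at any dose during confirmatory dose-response retesting; inconclusive = strong single-dose inhibitors picked by rank but not retested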;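 note: plate controls were full reaction with DMSO carrier for no effect and no enzyme background for full effect; strong numbers were not always called active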
T cell modulator vesicle-bound % = second read-out of T cell modulator, no call of its own (marks repeat the call); double positive events, %; measured here: CD8+ vesicle-bound cell fraction;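 binding gate set so that unloaded-vesicle control wells show 10% double positive cells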
Active calls of the source: *; i = inactive; u = inconclusive; x = not tested or not shown; & = joins results of further samples; [ ] = dose if it differs, or a comment. Cut-off read from the data, not from the text of the source, unless noted: active = inhibition above about 50%; inactive = the rest.

Start of the listing, in advance:
molecule | T cell modulator | T cell modulator vesicle-bound % | P. falciparum M1AAP | UTI89 phage lysis | human PMI inhibition | RSV antiviral HEp-2 | human PMI inhibitors | TNAP activation fold | West Nile virus CPE | P. falciparum M17LAP
Cc1cccc2sc(N(CCCN(C)C)C(=O)c3ccc4ncsc4c3)nc12 | i | 12 | x | 0.1% | x | -2.6% | x | x | 3.2% | x
COC(=O)COc1ccc(NS(=O)(=O)c2cccc([N+](=O)[O-])c2)cc1 | i | 38 | 2% | 0.1% | 11% | -1.2% | 12% | 1.1 | -0.4% | 1%

The listing (from the top)
molecule | T cell modulator | T cell modulator vesicle-bound % | P. falciparum M1AAP | UTI89 phage lysis | human PMI inhibition | RSV antiviral HEp-2 | human PMI inhibitors | TNAP activation fold | West Nile virus CPE | P. falciparum M17LAP
Cc1cccc2sc(N(CCCN(C)C)C(=O)c3ccc4ncsc4c3)nc12 | i | 12 | x | 0.1% | x | -2.6% | x | x | 3.2% | x
COC(=O)COc1ccc(NS(=O)(=O)c2cccc([N+](=O)[O-])c2)cc1 | i | 38 | 2% | 0.1% | 11% | -1.2% | 12% | 1.1 | -0.4% | 1%
CCOc1ccc(C2C(C#N)=C(N)N3C(=C2C#N)Sc2ccccc23)cc1 (stereo not drawn) | i | 18 | x | 0.2% | -11% | 3.4% | 2% | 1.3 | -0.3% | x
Cn1nc(C(C)(C)C)cc1C(=O)NNC(=O)c1ccccc1Cl | i | 14 | 2% | -0.9% | x | 12% | x | x | -0.6% | 10%
CN(C)S(=O)(=O)c1cccc(NC(=O)CCCSc2ccccc2)c1 | i | 15 | x | 0.1% | x | 15% | x | x | 1.5% | x
CNC(=S)NNC(=O)c1ccccc1F | i | 60 | -2% | 0.3% | -9% | 1.6% | 21% | 2.1 | 0.1% | 14%
CCCNc1c(N)n(-c2ccccc2)c(=O)[nH]c1=O | i | 19 | 2% | 0.5% | -3% | 0.7% | 2% | 1.1 | -0.1% | 1%
CC(C)Cc1ccc(C(C)C(=O)Nc2ncccn2)cc1 (stereo not drawn) | i | 36 | -3% | -0.6% | 4% | -1.8% | 5% | 1.1 | -0.7% | 0%
CC(=O)Nc1cccc(NC(=O)c2c(-c3ccccc3)noc2C)c1 | i | 16 | 3% | -0.4% | 3% | -1.1% | -2% | 1.1 | -0.3% | 1%
O=C(CCc1ccc(S(=O)(=O)NCc2ccccc2)cc1)NCc1cccnc1 | i | 48 | 6% | -0.3% | -9% | 0.0% | -7% | 1.1 | 0.2% | -5%
CC(C)c1ccc(NC(=O)c2sccc2-n2cccc2)cc1 | i | 27 | 6% | 0.0% | -8% | 1.1% | -2% | 1 | -0.7% | -2%
COc1ccc2oc(=O)c(-c3nnc(N)s3)cc2c1 | i | 39 | 3% | 0.2% | -5% | 8.0% | 7% | 1 | -0.6% | -17%
Cc1ccccc1C(OCCN(C)C)c1ccccc1 (stereo not drawn) | i | 7&64 | 2%&1% | 3.8%&4.7% | -9%&-11% | -0.8% | -10%&-19% | 1.1&1 | -0.7% | 3%&-8%
O=C(CSc1nc2ccccc2[nH]1)Nc1c(F)c(F)c(F)c(F)c1F | i | 60 | 7% | 1.1% | 11% | 1.3% | 9% | 1.4 | -0.1% | 17%
O=C(CNC(=O)c1ccccc1)OCCCOC(=O)CNC(=O)c1ccccc1 | i | 65 | x | 0.8%[50 µM] | x | 1.7% | x | x | 0.1% | x
O=C1NCCN1Cc1ccccc1 | i | 48 | -5% | 2.6% | 9% | 0.7% | 7% | 1.2 | 0.9% | -12%
Cc1cccc(-n2nc3c(c2NC(=O)c2ccc(Br)o2)CSC3)c1 | i | 16 | 16% | 2.6% | -2% | 2.1% | 0% | 1 | -0.6% | 1%
CCCn1nnc(NC(=O)c2ccc3ccccc3c2)n1 | i | 31 | 0% | 0.2% | 3% | 4.9% | 7% | 1.1 | 0.2% | 0%
O=C1NC(c2ccccc2)=C(c2ccc3ccccc3n2)C(c2ccccc2)N1 (stereo not drawn) | i | 46 | 6% | 0.4% | 16% | u | 10% | 1.1 | -1.3% | 7%
Cc1cc(C)n(C(=O)CSc2ccc(Cl)cc2)n1 | i | 29 | -4% | 0.1% | 1% | -0.8% | -6% | 1.1 | -0.2% | 11%
CCCCNC(=O)c1cc2cccc([N+](=O)[O-])c2[nH]1 | i | 38 | 4% | 1.1% | x | x | x | x | -0.1% | -1%
COc1cc(/C=C/C(=O)Nc2ccncc2)cc(OC)c1OC | i | 43 | 5% | 0.6% | -6% | 15% | -2% | 1 | -0.4% | -21%
Cc1cccc(Nc2nc(N)nc(CN3CCN(Cc4ccc5c(c4)OCO5)CC3)n2)c1 | i | 33 | 9% | 0.2% | 5% | -1.1% | 6% | 1 | -1.0% | -1%
O=C(Oc1nsnc1N1CCCCC1)N1CCOCC1 | i | 14 | 2% | 3.4% | -4% | -0.2% | -1% | 1.1 | 0.4% | 8%
CCCc1[nH]nc2c1C(CCc1ccccc1)C(C#N)=C(N)O2 (stereo not drawn) | i | 43 | 6% | -0.6% | -6% | -0.7% | 11% | 1 | -0.5% | 56µM*
Cn1cc(Cl)c(/C=C(\C#N)S(=O)(=O)c2ccccc2)n1 | i | 27 | 14% | 1.1% | x | 2.7% | x | x | 0.1% | 2%
Cc1cc(OCC(=O)NCCCN2CCOCC2)c2c(C)cc(=O)oc2c1 | i | 4 | x | 0.3% | x | 1.6% | x | x | -0.3% | x
Cc1sc2ncn(CC(=O)NCc3ccco3)c(=O)c2c1-c1ccccc1 | i | 58 | 2% | -0.1% | 4% | 0.9% | 3% | 1.2 | -0.4% | 5%
O=C(N/N=C/c1cccnc1)c1cc(-c2ccccc2OCc2ccccc2)n[nH]1 | i | 20 | 31µM* | -0.9% | x | 3.7% | x | x | -0.4% | -6%
CC(NC(=O)c1cc2c(=O)n(C)c3ccccc3c2n1C)c1ccc2c(c1)OCCO2 (stereo not drawn) | i | 36 | x | 6.1% | x | 7.0% | x | x | -0.5% | x

Full records from above.
O=C1NC(c2ccccc2)=C(c2ccc3ccccc3n2)C(c2ccccc2)N1 (stereo not drawn) in the list: T cell modulator = i; T cell modulator vesicle-bound % = 46; P. falciparum M1AAP = 6%; UTI89 phage lysis = 0.4%; human PMI inhibition = 16%; RSV antiviral HEp-2 = u; human PMI inhibitors = 10%; TNAP activation fold = 1.1; West Nile virus CPE = -1.3%; P. falciparum M17LAP = 7%
O=C1NCCN1Cc1ccccc1 in the list: T cell modulator = i; T cell modulator vesicle-bound % = 48; P. falciparum M1AAP = -5%; UTI89 phage lysis = 2.6%; human PMI inhibition = 9%; RSV antiviral HEp-2 = 0.7%; human PMI inhibitors = 7%; TNAP activation fold = 1.2; West Nile virus CPE = 0.9%; P. falciparum M17LAP = -12%

(list continues)
Under each structure – T cell modulator	T cell modulator vesicle-bound %	P. falciparum M1AAP	UTI89 phage lysis	human PMI inhibition	RSV antiviral HEp-2	human PMI inhibitors	TNAP activation fold	West Nile virus CPE	P. falciparum M17LAP
- O=C(NCCc1ccccc1)c1coc(=O)c(Br)c1
    i	17	x	3.5%[50 µM]	x	17%	x	x	-0.4%	x
- O=C(CO)N/N=C/c1ccccc1F
    i	22	-2%	4.2%	8%	0.6%	13%	1	0.2%	12%
- CC(NC(=O)c1cc(F)c(F)cc1Cl)C1CC2CCC1C2 (stereo not drawn)
    i	55	x	-1.2%	x	1.2%	x	x	-0.6%	x
- O=C(Cc1cccs1)N/N=C/c1ccc(OCc2ccccc2)cc1
    i	40	-2%	1.9%[50 µM]	-2%	0.1%	-8%	1.3	-0.1%	-1%
- CCN(CC)c1ccc(/C=N/NC(=O)c2ccoc2C)cc1
    i	25	20%	0.9%	x	2.7%	x	x	0.9%	2%
- COc1cc(CO)ccc1OCC(=O)Nc1cccc2ccccc12
    i	67	x	0.9%[50 µM]	x	0.5%	x	x	0.8%	x
- O=C(c1ccc2ccccc2n1)N1CCN(c2ccccc2O)CC1
    i	20	-1%	0.7%	9%	3.1%	30%	1.1	0.3%	-5%
- CCCOC(=O)/C=C/c1c(C)[nH]c(=O)[nH]c1=O
    i	32	-2%	1.0%	2%	1.8%	0%	1	0.6%	5%
- Cc1ccc(-c2cnc(NC(=O)CCC(=O)N3CCCCC3)n2C)cc1
    i	50	2%	0.2%	12%	-0.3%	18%	1	-0.8%	6%
- C/C(=N\NS(C)(=O)=O)c1ccccc1
    i	46	0%	0.9%	-16%	1.1%	-21%	1.1	0.6%	-3%
- COc1ccc(OC)c(Nc2nc(NCCO)c3ccccc3n2)c1
    i	46	x	0.1%	x	8.1%	x	x	-1.5%	x
- CN1C(=O)/C(=C/c2ccc3c(c2)OCO3)N=C1c1ccccc1
    i	41	7%	3.1%	4%	1.6%	9%	0.9	-0.4%	1%
- CC(=O)c1ccc(NS(=O)(=O)c2ccc3c(c2)N(C(C)=O)CCO3)cc1
    i	24	x	0.2%	x	0.8%	x	x	-0.6%	x
- Cc1ccc(-c2nnc(SCC(=O)CC(=O)Nc3ccccc3)n2C)cc1
    i	56	-4%	0.2%	-3%	u	-4%	1	-0.2%	-8%
- O=C1Cc2cc(S(=O)(=O)N3CCN(c4cccc(Cl)c4)CC3)ccc2N1
    i	36	x	1.1%	x	9.3%	x	x	0.8%	x
- O=C(CNC(=O)c1ccccc1)NCCc1ccc(O)c(O)c1
    i	20	x	-0.3%	x	1.1%	x	x	1.1%	x
- O=C1C(Cl)=C(Nc2ccc(O)cc2)C(=O)c2ccccc21
    i	15	-9%	-1.9%[50 µM]	x	4.5%	x	x	-0.9%	-5%
- O=C(Nc1ccc(C(=O)N2CCOCC2)cc1)c1cccc([N+](=O)[O-])c1
    i	68	0%	0.0%	3%	2.0%	-6%	1.1	-0.7%	3%
- CCS(=O)(=O)Nc1cc2c3c(c1)CCN3C(=O)CC2
    i	49	x	0.2%	x	-2.1%	x	x	0.3%	x
